Screening data as filed in PubChem.
NCI-60 one-dose screen, 48 h, at 10 µM unless noted. Numbers give growth in % (100 = growth as untreated, 0 = no growth, -100 = all killed).
DU-145 = DU-145 prostate cancer. actives 4.2% (n = 81,000). AID 1794760
SK-OV-3 = SK-OV-3 ovarian cancer cells. AID 1794785. actives 3.2% (n = 80,000)
OVCAR-4 = OVCAR-4 ovarian cancer cells | AID 1794784 | actives 3.7% (n = 80,000)
OVCAR-5 = OVCAR-5 ovarian cancer; actives 2.9% (n = 82,000); AID 1794783
OVCAR-8 = OVCAR-8 ovarian cancer; actives 4.4% (n = 81,000)
OVCAR-3 = OVCAR-3 ovarian cancer | actives 7% (n = 79,000) | AID 1794787
PC-3 = PC-3 prostate cancer cells. actives 3.9% (n = 80,000)
IGROV1 = IGROV1 ovarian cancer | actives 4.7% (n = 79,000)
Numbers without * were called inactive; . = not tested or not shown; & = joins results of further samples; [ ] = dose if it differs, or a comment. The calls were made as follows: active = growth percent below 10; inactive = the rest.

SMILES	DU-145	SK-OV-3	OVCAR-4	OVCAR-5	OVCAR-8	OVCAR-3	PC-3	IGROV1
Nc1nc(CN2CCc3ccccc32)nc2ccccc12	109	97	132	89	95	113	53	.
O=C(Nc1ncc(Cc2cccc(Cl)c2)s1)C1COc2ccccc2O1 (stereo unspecified)	103	85	83	81	95	99	.	86
O=C(N/N=C/c1ccncc1)c1ccncc1	117	99	110	103	101	104	100	116
O=C(OCc1ccc2c(Cl)cc(Cl)c(O)c2n1)N1CCN(C(=O)c2cc3ccccc3[nH]2)CC1	44	31	20	41	24	31	25	18
CCOC(=O)C(=O)C(C(=O)OCC)c1ccccc1 (stereo unspecified)	120	110	106	106	120	120	101	122
O=C(Nc1ccc(Cl)cc1)C1=NCCCCN1	84	88	109	86	91	97	73	80
CC(=O)Nc1nc2c(s1)Nc1cc(C)c(C)cc1NC2=O	109	92	114	98	106	107	107	112
COc1cc(-c2nc3ccccc3[nH]2)ccc1OCC(=O)NNC(=O)NCc1ccccc1	106	98	96	101	100	98	96	100
C=C[C@]1(C)C=C2C(=O)[C@@]3(O)OC[C@@]4(CCCC(C)(C)C43O)C2(O)C(O)C1 (stereo partly specified)	60	104	24	120	58	16	55	107
Cc1ccc2nc(-c3c(C)nn(-c4ccccc4)c3N3CCCC3)[nH]c2c1	103	100	91	98	96	99	86	85
COC(=O)c1cc(-c2cc3ccccc3o2)c(C#N)c(N)n1	103	100	97	102	100	101	88	41
Cc1ccc(/C=C/[C@@H]2C[C@@H]2CCO)cc1	113	91	110	103	105	111	97	104
Cc1ccc(S(=O)(=O)CC(=O)c2cc3ccccc3oc2=O)cc1	105	.	.	99	99	107	98	94
CCOC(=O)CCC(NC(=O)c1ccc(N(C)CCC(C)=O)cc1)C(=O)OCC (stereo unspecified)	112	104	112	108	108	110	100	108
Clc1ccc(-c2cn3cc(Cc4ccccc4)sc3n2)cc1	92	128	89	98	99	114	90	100
CCCCC(CN1CCCCC1)C(=O)c1ccccc1 (stereo unspecified)	95	102	98	103	99	108	98	102
NC(=O)c1cc[n+](CC2=C(C(=O)[O-])N3C(=O)[C@@H](NC(=O)Cc4cccs4)[C@H]3SC2)cc1	.	112	86	138	96	113	94	92
C=CCn1cnc2c(=S)nc[nH]c21	121	122	118	117	126	108	100	104
COc1ccc(NC(=O)/C=C/c2ccc(N(C)C)cc2)cn1	110	102	95	97	99	115	96	89
O=C(Nc1ccccc1)Nc1ccc(OCC(=O)c2ccc(Cl)cc2)cc1	104	93	94	103	85	97	81	99
N#Cc1ccc(OCc2cn(CC(=O)Nc3nc4ccccc4s3)nn2)cc1	109	100	104	97	100	103	98	94
O=C(NCCCCC(Cl)(Cl)C(=O)O)c1ccccc1	115	101	111	103	98	110	99	126
OC(CCN1CCCCC1)(c1ccccc1)C1CC2C=CC1C2 (stereo unspecified)	105	95	95	93	105	110	86	89
Cc1ccc2nc(NC(=O)CSc3nc(-c4ccccc4)c(C#N)c4nnnn34)sc2c1	119	100	101	113	108	122	100	102
COc1ccc(C=O)c(C)c1	107	103	110	102	99	118	98	109
(continued)
SMILES	DU-145	SK-OV-3	OVCAR-4	OVCAR-5	OVCAR-8	OVCAR-3	PC-3	IGROV1
O=C(NC(Cc1nnc2n(Cc3ccccc3)c(=O)c3c4c(sc3n12)CCCC4)c1ccc(Cl)cc1)c1ccccc1 (stereo unspecified)	97	109	81	104	91	90	98	.
Clc1ccc(-c2c3ccc(=[N+]4CCCCC4)cc-3oc3cc(N4CCCCC4)ccc23)cc1	-92*	-96*	-83*	-90*	-51*	-98*	-71*	-77*
O=C(C(/C=N\C(=S)Nc1ccccc1Cl)=C(/O)c1ccccc1)c1ccccc1	74	92	76	111	70	75	77	90
CNCCCn1c2c(c3ccc([N+](=O)[O-])cc3c1=O)C(=O)c1cc(OC)cnc1-2	0.7*	-16*	-26*	1.8*	-15*	-45*	2.0*	0.7*
O=C1Nc2ccccc2[C@@H]2C[C@H](O)CCN12	123	99	105	102	106	129	92	120
CCOC(CN(C(C)C)C(C)C)OCC	116	101	103	105	99	112	104	104
O=S(=O)(Nc1ccc(NS(=O)(=O)c2ccccc2)cc1)c1ccccc1	114	100	90	86	100	106	66	96
CC(=O)N(NC(=O)c1ccccn1)C(C)=O	112	106	93	99	99	114	98	115
Nc1nc(Nc2cc(Cl)ccc2O)nc(C(Cl)(Cl)Cl)n1	103	118	96	103	100	111	96	98
COc1ccc(C=Nc2ccc(/C=C\C(=O)O)cc2)cc1	113	102	98	99	104	107	100	121
Cn1cc(C2=C(c3coc4ccc(F)cc34)C(=O)NC2=O)c2ccccc21	109	50	88	98	80	92	71	80
Clc1ccc(/C=N/Nc2nnc(-c3ccncc3)o2)cc1	104	97	88	102	94	105	98	105
CCOC(=O)c1cc(C(=O)c2cc(OC)cc(OC)c2)n2cnc(-c3ccc(Cl)cc3)cc12	110	82	105	116	88	110	82	101
Cc1cc2c(C(C)C)c(O)c(O)c(C=NCCCCCCC(=O)O)c2c(O)c1-c1c(C)cc2c(C(C)C)c(O)c(O)c(C=NCCCCCCC(=O)O)c2c1O	51	64	28	56	31	26	18	29
NC(=S)N/N=C/c1ccc(OC(=O)COc2ccccc2)cn1	26	90	69	120	30	60	64	55
O=C(O)c1ccc2c(c1)OCO2	176	115	112	104	112	113	110	104
O=S(=O)(NCCNc1nccc(-c2cn(-c3ccccc3)nc2-c2ccc(Cl)c(O)c2)n1)c1ccc(O)cc1	69	92	62	123	71	59	.	88
O=C(N/N=C/c1cccc2ccccc12)N/N=C/c1cccc2ccccc12	108	102	101	110	99	107	96	90
NC(=O)C1c2ccccc2C=Cc2ccccc21	116	143	103	94	105	119	80	.
Clc1ccc(-c2csc(=Nc3ccccc3)n2-c2cccc(-n3c(-c4ccc(Cl)cc4)csc3=Nc3ccccc3)c2)cc1	81	129	88	103	92	107	71	100
COC(=O)c1c[n+]([O-])ccc1OC	114	106	123	117	110	113	99	107
Cc1csc(N/N=C/c2ccncc2)n1	108	101	116	112	98	112	111	105
Cc1ccc(COc2cccc(/C=C3/N=C4SCCCN4C3=O)c2)cc1	114	100	92	92	104	102	87	97
N#C/C(=C\c1ccc(-c2ccccc2)cc1)c1ccc([N+](=O)[O-])cc1	97	92	.	91	89	98	86	98
ClC(=Nc1ccccc1)c1ccccc1	127	112	98	109	90	126	94	97
(listing goes on)
SMILES	DU-145	SK-OV-3	OVCAR-4	OVCAR-5	OVCAR-8	OVCAR-3	PC-3	IGROV1
CCOc1ccccc1NC(N)=S	97	96	91	84	99	91	92	94
Cc1ccc2c(c1)Sc1c(ccc3ccccc13)N2	83	73	74	109	72	71	61	42
NCc1nnnn1-c1cccc(Br)c1	101	94	103	98	97	96	99	107
Cc1ccc2c3c(c(=O)[nH]c2c1)C1(C(C#N)=C(N)O3)c2cc(Br)ccc2-c2ccc(Br)cc21	-7.8*	48	-50*	18	0.2*	-40*	-30*	-13*
NS(=O)(=O)c1ccc(NC(=O)N2CCN(c3ccc(C(F)(F)F)cn3)CC2)cc1	108	106	82	103	.	111	81	110
COc1ccc2nc(NC(=O)CSc3nnc4n3S(=O)(=O)c3ccccc3N4C)sc2c1	115	136	107	98	85	112	95	13
O=C1C(c2ccccc2)=C2C(=C1c1ccccc1)c1cccc3cccc2c13	107	90	110	105	110	111	.	102
CC/C(=C(\c1ccc(OCCN2CCCCCC2)cc1)c1ccc(OC(=O)Cc2ccccc2)cc1)c1ccc(OC)cc1	104	105	93	97	90	87	81	106
c1ccc(CCc2ccccc2)cc1	110&116	100&102	117	102&98	102&105	105	92&101	117&93
COc1ccc2[nH]c(C(=O)OCc3ccc4c(Br)cc(Br)c(O)c4n3)cc2c1	-95*	63	-44*	-48*	-28*	-91*	-65*	-91*
Cc1cc(C)nc(NS(=O)(=O)c2ccc(Nc3nc(-c4cccnc4)cs3)cc2)n1	103	98	103	110	107	106	99	108
CN1C([C@@H]2C[C@@H]3C(=O)N(c4ccccc4)C(=O)[C@@H]3c3ccoc32)=CC2C=CC=CC21 (stereo partly specified)	111	100	94	97	99	103	.	91
COC(=O)CC[C@H](C)[C@H]1CC[C@H]2[C@@H]3CC[C@@H]4C(c5nc6ncccc6[nH]5)=C(Cl)CC[C@]4(C)[C@H]3CC(=O)[C@]12C	95	111	79	105	78	90	50	92
COC(=O)C1=CN(C)C(c2ccccc2)C=C1 (stereo unspecified)	107	95	100	95	107	105	97	100
N#C/C(=C\c1ccc(-c2ccc(Cl)c(Cl)c2)o1)C(=O)Nc1ncc(Cc2ccc(Cl)cc2)s1	30	81	-15*	46	20	.	37	26
O=C1C=C(O)C(=O)N1c1ccc(Br)cc1	109	109	104	107	102	120	89	117
c1cc2[nH]snc2c2nc(-c3nc4ccc5[nH]snc5c4n3)nc12	110	96	94	92	96	101	91	106
C=CCOC(=O)CC(=O)c1ccccc1	100	104	93	98	100	108	100	106
CSc1cc(C)nc(SC)n1	112	112	103	107	107	115	96	127
Cc1nnc(-c2ccc3c(c2)nc(-c2cccs2)n3C2CCCCC2)o1	101	99	101	111	102	104	77	107
Cc1ccc(C(C)C)cc1NC(=O)C(C)c1ccc(CC(C)C)cc1 (stereo unspecified)	105	108	112	105	102	103	101	99
CC1=C(C)C(=O)C(NCCN2CCOCC2)=C(Br)C1=O	-77*	88	-67*	4.0*	16	-27*	62	31
Nc1nc(-c2ccccc2)c(CCCNc2ccc(C(=O)NC(CCC(=O)O)C(=O)O)cc2)c(=O)[nH]1 (stereo unspecified)	118	98	107	96	102	116	95	108
COc1cc2ncnc(Nc3ccc(C(=O)/C=C/c4ccc(C(F)(F)F)cc4F)cc3)c2cc1OC	107	123	105	103	101	101	83	94
COc1ccc(/C=C/C(=O)c2c(C)nc3ccccc3c2/C=C/c2ccc(C)cc2)cc1OC	81	82	76	101	66	91	56	55

2 entries drawn at random from those above, as already listed:
SMILES	DU-145	SK-OV-3	OVCAR-4	OVCAR-5	OVCAR-8	OVCAR-3	PC-3	IGROV1
COc1ccc2nc(NC(=O)CSc3nnc4n3S(=O)(=O)c3ccccc3N4C)sc2c1	115	136	107	98	85	112	95	13
Cc1csc(N/N=C/c2ccncc2)n1	108	101	116	112	98	112	111	105

Part of the list above in another layout:
Below each SMILES: DU-145, SK-OV-3, OVCAR-4, OVCAR-5, OVCAR-8, OVCAR-3, PC-3, IGROV1
Cc1ccc2c3c(c(=O)[nH]c2c1)C1(C(C#N)=C(N)O3)c2cc(Br)ccc2-c2ccc(Br)cc21
→ -7.8*, 48, -50*, 18, 0.2*, -40*, -30*, -13*
NS(=O)(=O)c1ccc(NC(=O)N2CCN(c3ccc(C(F)(F)F)cn3)CC2)cc1
→ 108, 106, 82, 103, ., 111, 81, 110
COc1ccc2nc(NC(=O)CSc3nnc4n3S(=O)(=O)c3ccccc3N4C)sc2c1
→ 115, 136, 107, 98, 85, 112, 95, 13
O=C1C(c2ccccc2)=C2C(=C1c1ccccc1)c1cccc3cccc2c13
→ 107, 90, 110, 105, 110, 111, ., 102

The results go on.
SMILES	DU-145	SK-OV-3	OVCAR-4	OVCAR-5	OVCAR-8	OVCAR-3	PC-3	IGROV1
CC(Cl)(CCl)CS(=O)(=O)c1ccc(Cl)cc1 (stereo unspecified)	108	102	111	113	97	110	98	115
CCCCNc1ccccc1	135	111	106	128	111	113	82	108
Cn1cc(C(=O)c2nc(-c3c[nH]c4ccc(F)cc34)no2)c2cc(Br)ccc21	112	.	101	90	99	96	93	79
C#CCCCCCC(=O)CC(=O)N[C@H]1CCOC1=O	107	125	110	98	110	115	102	105
C=CCc1c(O)c(C=O)c(OC)c2c(=O)cc(-c3ccc(OC)cc3)oc12	110	88	98	100	88	93	82	.
CC[C@@H](C)[C@H](NC[C@H](O)CN1C(=O)/C(=C\c2cc(OC)c(OC)c(OC)c2)c2ccccc21)C(=O)OC	94	101	83	126	67	90	66	95
CC(C)Cc1ccc(C(C)C(=O)NCc2ccc(Cn3c(=O)sn(-c4ccccc4)c3=O)cc2)cc1 (stereo unspecified)	95	.	91	104	94	107	96	106
O=C1S/C(=C\c2ccco2)C(=O)N1/N=C/c1ccco1	110	100	103	101	102	104	94	99
O=S(=O)(NCCCNc1nccc(-c2c(-c3cccc(F)c3)nc3sccn23)n1)c1cccc(F)c1	55	66	27	110	18	51	27	19
CC(=O)CC(=O)Nc1ccc(OS(N)(=O)=O)cc1	101	100	102	107	112	96	98	103
CCCCC1(O)CCCCC1	101	112	115	112	104	106	103	114
COc1ccc(NC(=O)[C@@H]2C[C@H]2c2ccccc2)c(C(N)=O)c1	105	102	107	102	99	99	90	-8.1*
COc1ccc(NC(=O)CSc2nnc(-c3ccc4nc(-c5ccc(OC)c(OC)c5)[nH]c4c3)o2)cc1	90	113	107	100	101	128	98	96
O=C1OC(c2ccccc2)(c2ccc(O)cc2)c2ccccc21 (stereo unspecified)	105	115	101	96	105	113	99	127
CCn1cnc(C[C@H](NC(=O)[C@@H](NC(=O)Nc2cc(C(F)(F)F)cc(C(F)(F)F)c2)C(C)C)C(=O)OC)c1	-81*[100 µM]	-100*[100 µM]	-96*[100 µM]	-95*[100 µM]	-82*[100 µM]	-90*[100 µM]	-92*[100 µM]	-72*[100 µM]
Cc1cc(O)cc(C)c1Cl	103&113	104&110	115&108	92&101	107&109	110&115	108&96	108&106

4 consecutive entries from above:
SMILES	DU-145	SK-OV-3	OVCAR-4	OVCAR-5	OVCAR-8	OVCAR-3	PC-3	IGROV1
C#CCCCCCC(=O)CC(=O)N[C@H]1CCOC1=O	107	125	110	98	110	115	102	105
C=CCc1c(O)c(C=O)c(OC)c2c(=O)cc(-c3ccc(OC)cc3)oc12	110	88	98	100	88	93	82	.
CC[C@@H](C)[C@H](NC[C@H](O)CN1C(=O)/C(=C\c2cc(OC)c(OC)c(OC)c2)c2ccccc21)C(=O)OC	94	101	83	126	67	90	66	95
CC(C)Cc1ccc(C(C)C(=O)NCc2ccc(Cn3c(=O)sn(-c4ccccc4)c3=O)cc2)cc1 (stereo unspecified)	95	.	91	104	94	107	96	106
